Compound activity from PubChem.
G9a inh = qHTS Assay for Inhibitors of Histone Lysine Methyltransferase G9a; G9a H3K9 monomethylation, AlphaScreen, 2 h; AID 504332, 2011; 8.8% of 350,000 active; Histone-lysine N-methyltransferase EHMT2 (Homo sapiens), Q96KQ7; Potency, µM (highest dose often 102 µM), for inactives: at the highest dose activity, negative = inhibition, actives largely listed as inhibitors; note: potency is the fitted concentration of half-maximal effect; % is set by controls: 0 for no effect and ±100 for the full control effect; nearly all actives have a fitted effect of over 75% in size
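Enzyme 20 nM + cpd, 15 min RT; add b-H3K9 pep 500 nM / SAM 20 uM; 2 h RT; anti-H3K9me1 Ab 0.5 ug/mL + SA donor / anti-rabbit acceptor beads 20 ug/mL each, 10 min; AlphaScreen read.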
ERG-DNA inh = qHTS for Small Molecule Inhibitors of the ERG Ets/DNA interaction; Transcriptional regulator ERG (Homo sapiens), P11308; fluorescence polarization, His-ERG Ets domain / labelled DNA; Potency, µM (top dose mostly 76.9 µM), for inactives: at the highest dose FP activity, negative = inhibition, usual class: inhibitors; 0.028% of 370,000 active; AID 624246, 2012; active = well fitted inhibition curve with a large enough effect in the polarisation, with a control signal flat; inconclusive = small, poorly fitted or top-dose-only effect, or effect the other way, or a change in a side signal; inactive = no such curve, though single readings can be large or run the other way; the % refers to the polarisation;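 note: polarization taken with two DNA probes labelled with fluorescein and Texas red; potency is the fitted concentration of half-maximal effect; % of control where 0% means no effect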
Target sequence (P11308 whole entry, looked up, the tested form may be a part): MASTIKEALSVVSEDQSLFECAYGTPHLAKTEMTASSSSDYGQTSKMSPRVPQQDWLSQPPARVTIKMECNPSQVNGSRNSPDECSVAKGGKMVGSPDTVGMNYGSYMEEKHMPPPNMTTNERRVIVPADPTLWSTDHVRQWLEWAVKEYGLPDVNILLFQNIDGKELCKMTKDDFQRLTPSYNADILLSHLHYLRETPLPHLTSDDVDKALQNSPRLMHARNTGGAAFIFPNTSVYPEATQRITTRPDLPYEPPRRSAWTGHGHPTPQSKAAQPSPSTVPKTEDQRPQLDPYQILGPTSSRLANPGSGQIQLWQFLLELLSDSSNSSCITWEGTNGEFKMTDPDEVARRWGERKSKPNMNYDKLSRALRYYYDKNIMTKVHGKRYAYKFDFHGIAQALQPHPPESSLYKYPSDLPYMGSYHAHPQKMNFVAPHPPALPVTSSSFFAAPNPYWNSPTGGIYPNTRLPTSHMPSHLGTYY
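His-tagged ERG Ets domain (1 uM in the protein solution; 300mM KCl, 50mM Tris-HCl, 1mM EDTA, 1mM DTT, pH 7.5) received compound, then a probe mix of 5 nM fluorescein-DNA and 100nM Texas-615-DNA. Fluorescence polarization was read for both dyes.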
PI4K2A inh = qHTS for small molecular inhibitors of PI4K2A; 0.13% of 420,000 active; activity change, negative = inhibition, % at 76.9 µM; Phosphatidylinositol 4-kinase type 2-alpha (Homo sapiens), Q9BTU6; purified PI4K2A, ADP-Glo luminescence, 1 h; active compounds read low; in the data active = activity change below about -50%; inconclusive = mostly about -30% to -49%;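 note: -100% = wells without enzyme as full effect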
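PI4K2A activity was measured by ADP-Glo luminescence: enzyme (4 ug/mL stock) and phosphatidylinositol (1.2 mM stock) in Tris pH 7.5/MgCl2/EGTA/Triton X-100 buffer were reacted with ATP (300 microM stock) for one hour at ambient temperature.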
BAZ2B inh = qHTS Assay for Inhibitors of BAZ2B; Potency, µM (highest dose often 114 µM), inactives show at the top dose activity change, negative = inhibition, hits mostly inhibitors; AlphaScreen BAZ2B-H3K14Ac peptide displacement; 4.4% of 360,000 active; Bromodomain adjacent to zinc finger domain protein 2B (Homo sapiens), Q9UIF8; note: potency is the fitted concentration of half-maximal effect; % is set by controls: 0 for no effect and ±100 for the full control effect; nearly all actives have a fitted effect of over 60% in size
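AlphaScreen luminescence quantifies BAZ2B engagement of H3K14Ac peptide; the protein and biotinylated peptide are both at 50 nM final, buffer PBS pH 7.4 with 0.01% Tween-20, all steps at room temperature.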
12-LOX inh = Primary qHTS assay for inhibitors of human arachidonate 12S-lipoxygenase (ALOX12): Round 2; Polyunsaturated fatty acid lipoxygenase ALOX12 (Homo sapiens), P18054; purified 12hLO, xylenol orange hydroperoxide absorbance; Potency, µM (doses to about 108 µM), without a hit: at the highest dose activity change, negative = inhibition, usual class: inhibitors; 1.1% of 580,000 active; note: potency is the fitted concentration of half-maximal effect; % is set by controls: 0 for no effect and ±100 for the full control effect
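Purified human 12hLO at 150 nM in 25 mM Hepes, 0.01% Triton X-100, pH 7.0, preincubated 15 min at room temperature with compound. Reaction started with 40 uM arachidonic acid, 30 min at room temperature. Hydroperoxide measured by Fe-xylenol orange, 573/405 nm absorbance ratio.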
JMJD2A Tudor = qHTS Assay for Inhibitors of JMJD2A-Tudor Domain | Potency, µM (series often up to 114 µM), for the others: at the highest dose activity change, negative = inhibition, actives largely listed as inhibitors | 4.4% of 390,000 active | Lysine-specific demethylase 4A (Homo sapiens), O75164 | AID 504339, 2011 | AlphaScreen JMJD2A-Tudor / H3K4me3 peptide binding; note: potency is the fitted concentration of half-maximal effect; % is set by controls: 0 for no effect and ±100 for the full control effect; nearly all actives have a fitted effect of over 50% in size
HP1b binding inh = HTS for Inhibitors of HP1-beta Chromodomain Interactions with Methylated Histone Tails | AID 540317, 2011 | Potency, µM (top dose mostly 114 µM), without a hit: top-dose activity change, negative = inhibition, most hits filed as inhibitors | AlphaScreen HP1-beta / biotin-H3K9me3 peptide binding | 0.56% of 390,000 active; note: potency is the fitted concentration of half-maximal effect; nearly all actives have a fitted effect of over 70% in size; inactives centre near 23
Target sequence (P83916 whole entry, looked up): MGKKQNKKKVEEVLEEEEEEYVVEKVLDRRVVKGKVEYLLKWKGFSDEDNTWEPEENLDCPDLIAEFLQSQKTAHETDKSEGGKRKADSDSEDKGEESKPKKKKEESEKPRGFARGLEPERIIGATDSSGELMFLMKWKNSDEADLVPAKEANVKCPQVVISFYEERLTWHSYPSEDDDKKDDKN
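AlphaScreen: HP1-beta (50 nM) preformed 30 min with biotin-H3(1-18)K9me3 peptide (50 nM) in PBS pH 7.4, 0.01% Tween-20. Compound added for 30 min at RT, then streptavidin donor/nickel chelate acceptor beads (10 ug/mL) for 30 min.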
RGS4 inhibitor = Inhibitors of Regulator of G Protein Signaling (RGS) 4: qHTS; Regulator of G-protein signaling 4 (Homo sapiens), P49798; Transcreener GDP fluorescence polarization, RGS4-accelerated GTP hydrolysis; Potency, µM (titrated, usually from 114 µM), without a hit: top-dose activity change, negative = inhibition, most hits filed as inhibitors; 0.039% of 390,000 active; AID 504845, 2011; note: potency is the fitted concentration of half-maximal effect; % is set by controls: 0 for no effect and ±100 for the full control effect; nearly all actives have a fitted effect of over 75% in size; some results filed as inactive show a strong effect at the top dose
Target sequence (P49798 whole entry, looked up): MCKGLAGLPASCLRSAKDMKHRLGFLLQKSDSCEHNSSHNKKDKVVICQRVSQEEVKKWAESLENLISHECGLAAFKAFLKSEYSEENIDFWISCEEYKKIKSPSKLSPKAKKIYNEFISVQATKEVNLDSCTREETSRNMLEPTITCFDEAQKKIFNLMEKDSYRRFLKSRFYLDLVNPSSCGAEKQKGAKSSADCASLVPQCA
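MLSMR compounds (23 nl, pin-transferred) preincubated 10 min at room temperature with a 500nM (2x) first reagent, then RGS4 at 900nM (2x) plus Transcreener GDP mix added; fluorescence polarization (620/688 nm) read before and after 90 min at 30 °C.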
GLS inhibitor = qHTS for Inhibitors of Glutaminase (GLS); Glutaminase kidney isoform, mitochondrial (Homo sapiens), O94925; GLS enzymatic activity, qHTS titration; Potency, µM (titrated, usually from 45.5 µM), for inactives: at the top dose activity change, negative = inhibition, actives largely listed as inhibitors; 0.21% of 410,000 active; note: potency is the fitted concentration of half-maximal effect; % is set by controls: 0 for no effect and ±100 for the full control effect
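Compounds were pin-transferred onto hKGA, after which L-glutamine (1 mM solution) and a detection mix of glutamate oxidase, HRP and Amplex Red were added. Initial and 30 min RT fluorescence reads were collected.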
Starred values were filed as active, the others as inactive; i = inactive; ? = inconclusive; nt = not tested or not shown; & = joins results of further samples; [ ] = dose if it differs, or a comment. Unless noted, calls come from the whole dose curve; as a rule, active = well fitted curve in the direction sought with a large enough effect; inconclusive = small, poorly fitted or top-dose-only effect, or another doubt; inactive = no such curve, though single readings can be large; an effect the other way counts as inactive or inconclusive. These rows are one share of the data; the hit share may differ from the screen's.

SMILES	G9a inh	ERG-DNA inh	PI4K2A inh	BAZ2B inh	12-LOX inh	JMJD2A Tudor	HP1b binding inh	RGS4 inhibitor	GLS inhibitor
COCCn1nnnc1C(c1cc2ccc(OC)cc2[nH]c1=O)N1CCc2ccccc2C1 (stereo not drawn)	5.6µM*	nt	-2	3%	-14%	-24%	15%	-8%	13%
O=C1CCN(Cc2ccc([N+](=O)[O-])cc2)CCN1[C@H](CO)Cc1ccccc1	-21%	-7%	5	-27%	-1%	-8%	29%	-16%	4%
Cc1c(C(=O)O)sc(=S)n1-c1ccccc1	-6%	-1%	-2	-9%	?	-17%	47%[activator]	-4%	2%
CCCOC(=O)c1cccc(Nc2nc(-c3cccnc3)nc3ccccc23)c1	?	-2%	1	-9%	?	-8%	48%[activator]	18%	-5%
COc1ccc(OC)c(C2C(C#N)=C(N)Oc3cc(C)[nH]c(=O)c32)c1 (stereo not drawn)	7%[2.33 µM]	1%	3	-3%	-3%	?	31%	52%	-3%
CC(=O)c1ccc(NC(=O)CC2Nc3cc(C)c(C)cc3NC2=O)cc1 (stereo not drawn)	-1%[59 µM]	0%	-2	2%	-3%	7%	21%	14%	-3%
COC(=O)c1cc(C(=O)NCCN2C(=O)S/C(=C\c3cccs3)C2=O)cc([N+](=O)[O-])c1	?	-7%	2	-31%	-4%	-17%[57.1 µM]	-5%	17%	9%
CC(C)CN(C)C(=O)CCc1nnc(Cc2cccc(C(F)(F)F)c2)o1	nt	6%	2	9%	1%	-13%	47%[activator]	-11%	1%
COc1ccc(C2=CC(c3ccc(OC)c(OC)c3)n3nnnc3N2)c(OC)c1 (stereo not drawn)	50µM*	2%	1	-28%	-16%	?	69%[activator]	-32%	10%
COc1cccc(NS(=O)(=O)c2ccc(-c3cc(C)no3)s2)c1	8%[59 µM]	5%	-1	46%[activator]	?	-24%	55%[activator]	-4%	-8%
CC(=O)N1CCN(c2c(F)c(F)c(C(F)(F)F)c(F)c2F)CC1	7%	1%	0	-32%	11%	-7%	6%	34%	-8%
Cc1ccc(NC(=O)C(=O)c2cc(C)n(-c3ccc(F)cc3)c2C)cc1C	-33%[59 µM]	0%	1	?	-16%	-22%	-11%	6%	0%
CCN(Cc1ccccc1)S(=O)(=O)c1ccc(C(=O)N2CCN(c3nc4ccccc4s3)CC2)cc1	13%[59 µM]	-6%	-1	-7%	0%	-8%	19%	-1%	8%
COc1ccc(C(=O)N[C@H](C(=O)NCCc2ccc3c(c2)OCCO3)C(C)C)cc1	nt	-1%	0	nt	4%	-17%	41%[activator]	-12%	-2%
CCOC(=O)[C@H]1[C@H]2COc3ccc(C)cc3[C@@H]2N2C(=O)[C@@H](CO)NC(=O)[C@@]12C	14%[2.33 µM]	-4%	1	12%	-4%	-7%	36%	15%	3%
O=C(NCCCN1CCOCC1)C1CCN(S(=O)(=O)c2c(Cl)cccc2Cl)CC1	nt	18%	4	-9%	8%	-18%	6%	-15%	1%
COC(=O)c1ccc2nc(C)cc(Nc3cccc(Cl)c3C)c2c1	?	-1%	-3	2%	-19%	-10%	44%	-14%	-2%
C=C(C)CNC(=S)N/N=C/c1ccc(NC(C)=O)cc1	22%	-3%	7	-17%	-22%	-12%	44%[activator]	-5%	24%
COc1ccc(C2CC(=O)NC3=C2C(=O)CCC3)cc1Cl (stereo not drawn)	61%[activator][59 µM]	0%	-3	-36%[57.1 µM]	-5%	-17%	32%	-4%	3%
COc1cccc(C(=O)NNC(=O)c2sccc2-n2cccc2)c1	-31%	-1%	-3	-36%	i	-23%	19%	4%	21%

A second format for three compounds above:
G9a inh	ERG-DNA inh	PI4K2A inh	BAZ2B inh	12-LOX inh	JMJD2A Tudor	HP1b binding inh	RGS4 inhibitor	GLS inhibitor	SMILES
-1%[59 µM]	0%	-2	2%	-3%	7%	21%	14%	-3%	CC(=O)c1ccc(NC(=O)CC2Nc3cc(C)c(C)cc3NC2=O)cc1 (stereo not drawn)
61%[activator][59 µM]	0%	-3	-36%[57.1 µM]	-5%	-17%	32%	-4%	3%	COc1ccc(C2CC(=O)NC3=C2C(=O)CCC3)cc1Cl (stereo not drawn)
22%	-3%	7	-17%	-22%	-12%	44%[activator]	-5%	24%	C=C(C)CNC(=S)N/N=C/c1ccc(NC(C)=O)cc1

Structural class, the entries above with a CF3 group
SMILES	G9a inh	ERG-DNA inh	PI4K2A inh	BAZ2B inh	12-LOX inh	JMJD2A Tudor	HP1b binding inh	RGS4 inhibitor	GLS inhibitor
CC(C)CN(C)C(=O)CCc1nnc(Cc2cccc(C(F)(F)F)c2)o1	nt	6%	2	9%	1%	-13%	47%[activator]	-11%	1%
CC(=O)N1CCN(c2c(F)c(F)c(C(F)(F)F)c(F)c2F)CC1	7%	1%	0	-32%	11%	-7%	6%	34%	-8%

Remaining list, next part:
SMILES	G9a inh	ERG-DNA inh	PI4K2A inh	BAZ2B inh	12-LOX inh	JMJD2A Tudor	HP1b binding inh	RGS4 inhibitor	GLS inhibitor
O=C(NNc1nc2ccccc2nc1C(F)(F)F)c1ccccc1	84%[activator][59 µM]	-8%	5	?	0%	-28%	18%	-14%	9%
CCOC(=O)[C@H]1[C@H]2COc3ccc(C)cc3[C@@H]2N2C(=O)CN(C)C(=O)[C@@]12C	nt	-2%	-2	nt	-16%	-21%	25%	0%	2%
CC(Oc1ccc(Cl)cc1Cl)C(=O)NN=C1CCN(C)CC1 (stereo not drawn)	4%[59 µM]	-3%	-2	-3%	-5%	1%[57.1 µM]	48%[activator]	-23%	13%
COc1ccc(-n2nnc3c(SCC(=O)N4CCCc5ccccc54)ncnc32)cc1	nt	6%	-2	nt	9%	-15%	12%	-7%	-5%
CCOC(=O)C1CCN(C(=O)c2cccnc2)CC1	?	13%	-3	-19%	0%	-16%	19%	-3%	14%
CCOc1ccccc1-c1nc(CN(Cc2cnn(C)c2)C(C)C)c(C)o1	-26%	1%	4	-12%	12%	-27%	21%	8%	0%
Cc1ccc(CNC(=O)C2CCN(c3nc4ccccc4n(C)c3=O)CC2)cc1	?	2%	3	-8%	-16%	-11%	14%	12%	-1%
Cc1c(C(=O)N2CCOCC2)c(S(=O)(=O)Nc2ccc(C(C)C)cc2)c(C)n1C	7%	0%	4	-19%[57.1 µM]	30%[activator]	?	-7%	8%[11.4 µM]	11%
O=C(CSc1nnc2ccccn12)NCCc1ccc(Cl)cc1	17%	3%	-2	-2%	13%	-14%	46%[activator]	-2%	0%
Cc1[nH]c(=O)[nH]c(=O)c1S(=O)(=O)Nc1cccc(Cl)c1C	0%[59 µM]	-6%	-1	-1%	-17%&-22%	1%	24%	11%	-2%
Cc1ccc([N+](=O)[O-])cc1N(CC(=O)NC1CCCC1)S(C)(=O)=O	-24%	-10%	-14	-24%	-1%	-16%	4%	-6%	5%
CCCCC(C(=O)NC(=O)NCc1ccccc1)N1C(=O)c2ccccc2C1=O (stereo not drawn)	-47%	7%	2	-19%	0%	-18%	10%	12%	6%
CCN(CC)C(=O)[C@H]1CC(CC(=O)NCC23CC4CC(CC(C4)C2)C3)C(=O)N2CCc3c([nH]c4ccccc34)[C@]12C (stereo partly drawn)	nt	4%	-1	nt	?	?	-7%	-14%	?
CCCCn1c(=O)cc(C)n(-c2ccccc2)c1=O	nt	-3%	3	nt	9%	-8%	6%	6%	-11%
COc1ccc(S(=O)(=O)NCC(=O)N(Cc2ccco2)C(C(=O)NC(C)(C)C)C(C)C)cc1 (stereo not drawn)	2%	-6%	-3	-18%	-16%	-4%	15%	-4%	-6%
COc1ccc(-n2c(O)c(/C=N/NS(=O)(=O)c3cc(C)ccc3C)c3ccccc3c2=O)cc1OC	?	132%[activator]	-7	45µM*	-24%	50µM*	-26%	-51%	-5%
O=C1COc2ccc(C(=O)c3ccccc3)cc2CN1	-1%[12.7 µM]	-12%	0	9%	0%	-15%	17%	-8%	2%
CCCC(=O)Nc1ccccc1N1CCN(C(=O)C(C)C)CC1	-4%[12.7 µM]	0%	5	7%	0%	-5%	22%	6%	16%
Cc1ccc(NC(=O)N2CCC(c3nc4c(nnn4Cc4c(F)cccc4Cl)c(=O)[nH]3)CC2)cc1	-23%	nt	1	-36%	23%	-17%	-2%	13%	-1%
Cc1ccc(Cl)cc1NC(=O)COc1ccccc1	nt	-6%	-4	16%	18%	12%	48%[activator]	6%	-1%
